Compound activity deposited in PubChem by several laboratories.
zfTRPN1 agonist: zebrafish TRPN1 channel agonists, primary screen, cell-based, HEK293, calcium fluorescence; activation, % at 3 µM; HEK293 zebrafish TRPN1-YFP, Fluo-8 calcium fluorescence; 100% = response to 87 µM carbachol; 220,000 compounds, 0.18% hits;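 active means activation above its plate's cutoff, the mean activation of test wells on that plate plus 3 SD, cut at about 19% in these data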;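 further: 0% = DMSO alone and 100% = 87 µM carbachol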
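Assay system: Zebrafish TRPN1-YFP in HEK293 cells | Incubation: Dye loading 1 h at 37 °C, then 30 min room temperature | Measured by: Kinetic Fluo-8 fluorescence, ex 470-495, em 515-575 nm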
Calpain2 inh: inhibitors of pig calpain II, primary screen, biochemical, fluorogenic peptide substrate, 1536-well; purified calpain II, 30 min; inhibition, % at 16 µM; 220,000 compounds, 0.37% hits; AID 1236, 2008;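 active means inhibition above about 50%, limit read from the data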
Tb hexokinase: Trypanosoma brucei hexokinase 1 inhibitors, primary screen, biochemical, G6PDH-coupled NADH absorbance, MLSCN library; recombinant TbHK1, G6PDH-coupled NADH A340; inhibition, % at 10 µM; 220,000 compounds, 0.11% hits;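 active means inhibition of 50% or more in the single-dose primary screen; inactive means inhibition below 50%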
TRPML3 ag: human TRPML3 channel agonists, primary screen, cell-based, HEK293 TRPML3-YFP, Fluo-8 calcium fluorescence, 3 µM; 100% = the carbachol control signal; activation, % at 3 µM; Mucolipin-3 (Homo sapiens), Q8TDD5; 220,000 compounds, 0.29% hits; AID 1448, 2008;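 active means activation above its plate's cutoff, the mean activation of the plate's test wells plus 3 SD, cut at about 12% in these data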;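 further: 0% = DMSO only wells and 100% = carbachol wells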
Target sequence (Q8TDD5 whole entry, looked up): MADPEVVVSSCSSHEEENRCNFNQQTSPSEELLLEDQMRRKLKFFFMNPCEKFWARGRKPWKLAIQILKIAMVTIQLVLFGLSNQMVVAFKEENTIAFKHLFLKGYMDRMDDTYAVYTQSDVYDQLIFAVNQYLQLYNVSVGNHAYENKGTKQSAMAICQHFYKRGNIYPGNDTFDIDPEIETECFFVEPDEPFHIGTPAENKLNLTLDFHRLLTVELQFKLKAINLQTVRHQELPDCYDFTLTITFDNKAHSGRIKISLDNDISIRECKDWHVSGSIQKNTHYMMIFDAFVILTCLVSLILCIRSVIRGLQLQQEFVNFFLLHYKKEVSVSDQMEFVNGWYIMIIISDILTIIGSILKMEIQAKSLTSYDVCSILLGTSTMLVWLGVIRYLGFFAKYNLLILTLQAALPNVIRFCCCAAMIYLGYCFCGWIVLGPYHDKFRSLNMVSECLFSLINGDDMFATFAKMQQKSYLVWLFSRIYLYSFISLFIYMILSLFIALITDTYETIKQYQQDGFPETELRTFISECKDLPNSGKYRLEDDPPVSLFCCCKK
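system = HEK293 cells stably carrying human TRPML3-YFP | doses = one concentration, 3 µM nominal, 0.3% DMSO | timing = dye loading 1 h 37 °C then 30 min ambient, 125 s read | detection = Fluo-8 calcium dye fluorescence, ex 470-495, em 515-575 nm | benchmarks = high control carbachol 87 µM, low control DMSO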
Thrombin inh: human alpha-thrombin inhibitors, primary screen, counter-screen for coagulation protease inhibitor project, biochemical, 1536-well, fluorogenic AMC substrate | Prothrombin (Homo sapiens), P00734 | Boc-VPR-AMC fluorogenic substrate cleavage | inhibition, % at 5 µM | 220,000 compounds, 0.26% hits;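 active means inhibition at or above 40%; inactive means inhibition below 40%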;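 further: 0% = enzyme with no compound and 100% = wells without enzyme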
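Material: Human alpha-thrombin protein | Buffer or medium: pH 7.5 Tris-saline with Tween 20 | Reagent: Boc-VPR-AMC substrate, 15 µM final | Schedule: Reaction at ambient temperature | Detection: AMC fluorescence at 355 nm excitation and 460 nm emission | Evaluation: Percent inhibition scaled between no-compound controls and no-enzyme blanks | Controls: no-compound enzyme wells and no-enzyme blanks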
Cl transport mod: KCC2 cotransporter modulators, thallium flux, primary screen, cell-based, HEK293 KCC2, FluoZin-2 fluorescence, MLSMR. Solute carrier family 12 member 5 (Homo sapiens), Q9H2X9. KCC2 cells, thallium flux FluoZin-2 fluorescence. B-score of Tl+ flux slope (higher = more flux/activation; lower = inhibition) at 10 µM. 190,000 compounds, 2.2% hits;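 active means thallium flux slope and its plate-corrected score both differing from the plate sample mean at a set confidence after two filtering rounds, in either direction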;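 further: slope of fluorescence scaled to starting intensity during 10 to 20 s after thallium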
EBV gp42 inh: Epstein-Barr virus gp42 inhibitors, primary screen, biochemical, uHTS, fluorescence polarization. Glycoprotein 42 (Epstein-Barr virus (strain AG876)), Q1HVG2. Fluorescence polarization binding assay, mP read-out. inhibition, % (tested at 21.74 µM). 220,000 compounds, 0.42% hits. AID 1085, 2008; in the data active means inhibition above about 50%
Target sequence (Q1HVG2 whole entry, looked up): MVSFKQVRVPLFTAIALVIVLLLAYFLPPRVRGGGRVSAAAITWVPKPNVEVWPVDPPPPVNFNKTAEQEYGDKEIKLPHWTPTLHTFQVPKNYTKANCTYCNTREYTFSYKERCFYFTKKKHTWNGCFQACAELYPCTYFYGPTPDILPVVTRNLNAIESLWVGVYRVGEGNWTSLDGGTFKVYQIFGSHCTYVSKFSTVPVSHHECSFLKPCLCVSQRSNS
Furin inhibitor: human furin inhibitors, primary screen, biochemical, fluorescence intensity; purified furin, fluorogenic substrate cleavage; inhibition, % at 30 µM; 220,000 compounds, 0.061% hits; in the data active means inhibition above about 25%; further: inactives centre near -15
PPC-1+TRAIL kill: compounds killing PPC-1 cancer cells with TRAIL present, primary screen, TRAIL potentiator project, ATPLite luminescence, uHTS | PPC-1 cells + TRAIL, ATPLite viability luminescence | cell killing (% activity), % at 4 µM | 220,000 compounds, 0.41% hits | AID 1443, 2008;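 active means cell killing above 50% in the first pass at 4 µM, then a duplicate retest at 5 µM averaging 50% or more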;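 further: plate controls were cells with TRAIL plus DMSO for no effect and medium-only wells lacking cells for full effect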
Numbers without * were called inactive; . = no result given; [ ] = another dose, or the depositor's remark.

Start of the data: the first 6 entries (preview)
[1] CCOC(=O)c1ccc(NC(=S)N(CCCN2CCCC2)Cc2ccco2)cc1
[2] Cc1cc(NC(=O)c2noc3c2CCc2ccccc2-3)n(-c2ccccc2)n1
[3] O=C(COc1ccc(Cl)cc1Cl)NCCC1=CCCCC1
[4] COc1ccc(Nc2cc(C(=O)NCCCN3CCOCC3)c3ccccc3n2)cc1OC
[5] COc1ccc(-c2c(C)n([O-])c(C)c(-c3ccccc3)[n+]2=O)cc1OC
[6] O=C(O)CCc1nn2c3ccccc3nc2n(CCN2CCCCC2)c1=O

compound no.	1	2	3	4	5	6
zfTRPN1 agonist	1.8	0.4	0.2	-0.7	-0.1	-0.2
Calpain2 inh	-19	-33	-1	10	-1	-366
Tb hexokinase	6	-14	3	-3	-2	-6
TRPML3 ag	1.5	0.7	0.1	0.1	0.1	0.1
Thrombin inh	-2	-1	-1	2	3	-3
Cl transport mod	0.61	0.13	.	0.79	1.4	0.16
EBV gp42 inh	-6	-21	-3	-13	-4	-5
Furin inhibitor	7	-17	-2	-1[20 µM]	-5[20 µM]	-18
PPC-1+TRAIL kill	6	18	6	-5	-1	11

The whole of this part (from the top)
[1] CCOC(=O)c1ccc(NC(=S)N(CCCN2CCCC2)Cc2ccco2)cc1
[2] Cc1cc(NC(=O)c2noc3c2CCc2ccccc2-3)n(-c2ccccc2)n1
[3] O=C(COc1ccc(Cl)cc1Cl)NCCC1=CCCCC1
[4] COc1ccc(Nc2cc(C(=O)NCCCN3CCOCC3)c3ccccc3n2)cc1OC
[5] COc1ccc(-c2c(C)n([O-])c(C)c(-c3ccccc3)[n+]2=O)cc1OC

compound no.	1	2	3	4	5
zfTRPN1 agonist	1.8	0.4	0.2	-0.7	-0.1
Calpain2 inh	-19	-33	-1	10	-1
Tb hexokinase	6	-14	3	-3	-2
TRPML3 ag	1.5	0.7	0.1	0.1	0.1
Thrombin inh	-2	-1	-1	2	3
Cl transport mod	0.61	0.13	.	0.79	1.4
EBV gp42 inh	-6	-21	-3	-13	-4
Furin inhibitor	7	-17	-2	-1[20 µM]	-5[20 µM]
PPC-1+TRAIL kill	6	18	6	-5	-1

[6] O=C(O)CCc1nn2c3ccccc3nc2n(CCN2CCCCC2)c1=O
[7] CCOC(=O)c1[nH]c(C)c(C(=O)Nc2ccc(Cl)cc2)c1C
[8] N#Cc1nc(-c2ccccc2F)oc1NCCc1ccccc1
[9] O=C(NN1C(=O)C2C3C=CC(O3)C2C1=O)c1ccccc1 (stereo not drawn)
[10] O=C(CN1CCC(n2nnc3cc(F)ccc32)CC1)NCCc1ccccc1

compound no.	6	7	8	9	10
zfTRPN1 agonist	-0.2	0.6	-2.2	2.4	-0.6
Calpain2 inh	-366	-16	-195	-24	-11
Tb hexokinase	-6	-3	0	3	-2
TRPML3 ag	0.1	0.6	-1.4	1.4	0.5
Thrombin inh	-3	0	-6	-10	2
Cl transport mod	0.16	0.59	0.85	0.93	0.038
EBV gp42 inh	-5	-4	-6	1	-20
Furin inhibitor	-18	-11	-18[20 µM]	-26	-29[20 µM]
PPC-1+TRAIL kill	11	21	16	-7	-33

[11] Cc1ccc(NC(=O)Cn2cnc3sc(C(=O)NCc4ccco4)c(C)c3c2=O)cc1Cl
[12] CCOC(=O)C1=C(C(F)(F)F)Nc2ncnn2C1c1cc(OC)ccc1OC (stereo not drawn)
[13] O=C(O)c1ccc(N/N=C/c2cccc3cccnc23)cc1
[14] c1ccc(Cc2ccc(OCCCNC3CCCC3)cc2)cc1
[15] CCOc1ccc(N(CC(=O)NC2CCCCC2)C(=O)CNC(=O)c2ccco2)cc1

compound no.	11	12	13	14	15
zfTRPN1 agonist	0.0	-0.5	2.8	2.1	0.6
Calpain2 inh	-9	-17	-7	-63	.
Tb hexokinase	-4	-2	-38	2	-1
TRPML3 ag	0.5	0.8	0.5	1.8	0.2
Thrombin inh	-2	-8	-8	-1	.
Cl transport mod	-1.8	0.087	.	1.4	0.04
EBV gp42 inh	4	8	-4	-1	.
Furin inhibitor	-10[20 µM]	-15	-13	-23	-13[20 µM]
PPC-1+TRAIL kill	7	10	2	10	.

[16] N#Cc1cnn(-c2cccc(Cl)c2)c1N
[17] Cc1cc(=S)[nH]c2c(C)cccc12
[18] CCOc1ccc(-n2c(Cc3cc(=O)[nH]c(=O)[nH]3)nnc2SCc2cccnc2)cc1
[19] O=C(COC(=O)c1ccc(S(=O)(=O)Nc2ccccc2)cc1)NC1CCCC1
[20] CC(C)[C@H](NC(=O)OC(C)(C)C)C(=O)N/N=C/c1cccc2nccnc12

compound no.	16	17	18	19	20
zfTRPN1 agonist	1.4	-0.2	1.6	3.8	-0.8
Calpain2 inh	-17	35	-20	32	-16
Tb hexokinase	-3	-18	-7	-1	-10
TRPML3 ag	0.8	0.3	0.9	1.6	0.5
Thrombin inh	-1	-3	-1	-5	31
Cl transport mod	-0.2	31*	0.69	-0.41	-0.13
EBV gp42 inh	-7	-18	-9	-3	-12
Furin inhibitor	-29	-26[20 µM]	-15	-8	-3[20 µM]
PPC-1+TRAIL kill	7	-9	11	20	12

[21] Fc1ccc(CSc2nncn2NC/C=C/c2ccccc2)cc1
[22] CN(C)CCOc1cccc(Br)c1
[23] Cc1ccc(S(=O)(=O)N(C)C)cc1NC(=S)NCc1ccco1
[24] C1=CC2CC1CC2CN1CCN(Cc2ccccc2)CC1 (stereo not drawn)
[25] COc1cccc(/C=N\NC(=O)Cn2nnc3ccccc32)c1O

compound no.	21	22	23	24	25
zfTRPN1 agonist	1.2	1.7	0.7	-0.2	0.2
Calpain2 inh	-11	-26	-14	-21	-56
Tb hexokinase	6	-9	-2	2	-3
TRPML3 ag	0.5	0.6	0.5	0.6	0.7
Thrombin inh	-18	0	5	-1	-1
Cl transport mod	.	0.094	0.32	0.093	0.15
EBV gp42 inh	-6	-4	-8	-1	-11
Furin inhibitor	-30[20 µM]	-30	-7	-14[20 µM]	-30
PPC-1+TRAIL kill	10	33	.	23	11

[26] Cc1ccc(/C=N\NC(=O)C2CN(S(=O)(=O)c3ccccc3)CCN2S(=O)(=O)c2ccccc2)cc1 (stereo not drawn)
[27] COc1ccc2c(c1OC)C(=O)OC2Nc1nc(-c2cccc([N+](=O)[O-])c2)cs1 (stereo not drawn)
[28] CC12CN3CC(C)(CN(C1)C3c1cc(Br)ccc1O)C2=O (stereo not drawn)
[29] O=C(/C=C/c1ccc(-c2ccc(F)cc2)o1)N1CCCC1
[30] COc1ccccc1-c1cc(C(=O)N/N=C\c2cn(C)nc2C)c2ccccc2n1

compound no.	26	27	28	29	30
zfTRPN1 agonist	-0.2	-0.4	0.1	-1.9	0.0
Calpain2 inh	-101	21	-28	-41	-11
Tb hexokinase	3	1	-4	-19	-19
TRPML3 ag	0.5	0.2	0.2	-0.3	0.4
Thrombin inh	-5	-3	-2	-1	-3
Cl transport mod	0.68	-0.028	-0.37	-2.5	0.0072
EBV gp42 inh	-38	13	-3	-3	0
Furin inhibitor	-14	-14	-18[20 µM]	-4	-8
PPC-1+TRAIL kill	34	15	-5	-6	-4

[31] CCCCn1nc(C(=O)O)ccc1=O
[32] Cc1ccc(N(C(=O)c2ccco2)C2C=CS(=O)(=O)C2)cc1 (stereo not drawn)
[33] O=C(Nc1ccccc1)N1CCn2c(nc3ccccc32)C1
[34] COC(=O)c1ccc2c(c1)NC(=O)C(N(CC(C)C)CC(C)C)S2 (stereo not drawn)
[35] CCN(C(=O)COC(=O)c1cc(C)n(-c2ccc(F)cc2)c1C)C1CCS(=O)(=O)C1 (stereo not drawn)

compound no.	31	32	33	34	35
zfTRPN1 agonist	1.7	2.5	0.8	1.0	-0.1
Calpain2 inh	20	-7	6	9	10
Tb hexokinase	6	0	-1	-16	-1
TRPML3 ag	1.1	0.4	1.0	0.2	0.9
Thrombin inh	1	.	6	-5	3
Cl transport mod	0.074	-0.24	-0.36	-0.0012	.
EBV gp42 inh	4	-21	-17	-68	-5
Furin inhibitor	-27	-15	-20	-18	-18[20 µM]
PPC-1+TRAIL kill	19	27	23	5	6

[36] O=C(NCc1ccncc1)/C(=C/c1cccc([N+](=O)[O-])c1)NC(=O)c1ccccc1
[37] CC(C)c1ccc(/C=C/C(=O)NNC(=O)c2cccnc2)cc1
[38] C=CCN(CC=C)S(=O)(=O)c1ccc(NC(=S)NC(=O)Cc2ccc(OC)cc2)cc1
[39] CC(=O)Nc1ccc2c(c1)nc1n2CCOC1
[40] Cc1ccc(S(=O)(=O)N(C)c2ccccc2)cc1

compound no.	36	37	38	39	40
zfTRPN1 agonist	1.2	0.9	-0.1	1.2	-1.6
Calpain2 inh	-9	-1	11	-8	5
Tb hexokinase	4	-15	10	-1	-6
TRPML3 ag	0.7	1.0	1.4	1.3	17*
Thrombin inh	-3	0	0	1	-2
Cl transport mod	-1.2	-0.79	.	.	.
EBV gp42 inh	33	-17	4	-29	-14
Furin inhibitor	-3	-10[20 µM]	-2[20 µM]	-11[20 µM]	-17[20 µM]
PPC-1+TRAIL kill	-6	6	6	9	8

Fetched by structure from the list above, 2 records:
[39] CC(=O)Nc1ccc2c(c1)nc1n2CCOC1
[40] Cc1ccc(S(=O)(=O)N(C)c2ccccc2)cc1

compound no.	39	40
zfTRPN1 agonist	1.2	-1.6
Calpain2 inh	-8	5
Tb hexokinase	-1	-6
TRPML3 ag	1.3	17*
Thrombin inh	1	-2
Cl transport mod	.	.
EBV gp42 inh	-29	-14
Furin inhibitor	-11[20 µM]	-17[20 µM]
PPC-1+TRAIL kill	9	8

Next section.
[41] Cc1cc(C(=O)N2CCN(c3ccccn3)CC2)no1
[42] CCOc1cccc(CN2CCN(CCc3ccccc3)C(CCO)C2)c1O (stereo not drawn)
[43] CCOC(=O)N1CCC(N(CCN(C)C)C(=S)Nc2ccc(OCC)cc2)CC1
[44] CC(C)c1cc(C(=O)N2CCCC(CCC(=O)NCc3ccccc3F)C2)n(C)n1 (stereo not drawn)
[45] CCN(Cc1ccncc1)C(=O)CCc1nnc(CCc2ccc(OC)cc2)o1

compound no.	41	42	43	44	45
zfTRPN1 agonist	0.6	-0.7	0.5	1.8	-0.2
Calpain2 inh	-16	-10	17	7	-27
Tb hexokinase	3	0	-2	1	-1
TRPML3 ag	-0.1	0.8	0.9	3.2	0.0
Thrombin inh	-6	-7	-23	-3	-1
Cl transport mod	0.21	0.78	-0.2	-0.96	0.34
EBV gp42 inh	-3	-16	2	10	-5
Furin inhibitor	-12	-25	-17	-18	-20
PPC-1+TRAIL kill	-2	18	32	0	19
